NTR1 agonist = agonists of NTR1, primary screen, imaging, U2OS cells, beta-arrestin-GFP, high content (AID 493036); P30989; NTR1-U2OS beta-arrestin-GFP spot imaging, agonist mode; activation, % at 20 µM; 330,000 compounds, 0.17% hits;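 active means activation at or above 40% of the spot to cytoplasm intensity ratio, with at least 20 cells analyzed; inconclusive means wells under 20 cells, flagged as cytotoxic or low count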;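 further: 0% = DMSO without peptide and 100% = 100 nM NTR1 peptide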
Target sequence (P30989 whole entry, looked up): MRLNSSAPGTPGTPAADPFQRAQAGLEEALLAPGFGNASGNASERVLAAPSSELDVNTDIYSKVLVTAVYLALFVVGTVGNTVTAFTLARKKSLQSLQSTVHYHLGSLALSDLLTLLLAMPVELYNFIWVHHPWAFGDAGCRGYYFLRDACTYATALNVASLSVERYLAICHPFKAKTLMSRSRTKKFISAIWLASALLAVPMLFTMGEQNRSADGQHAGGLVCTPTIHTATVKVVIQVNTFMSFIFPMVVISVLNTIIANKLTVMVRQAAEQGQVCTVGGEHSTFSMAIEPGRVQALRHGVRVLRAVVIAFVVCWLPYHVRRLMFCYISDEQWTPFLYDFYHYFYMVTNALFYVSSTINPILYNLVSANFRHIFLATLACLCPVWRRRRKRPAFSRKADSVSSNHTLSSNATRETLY
KOR beta-arrestin-1 = KOR agonists, beta-arrestin recruitment, primary screen, cell-based, luminescence, uHTS (AID 1777). KOR beta-arrestin recruitment, luminescence; higher % means a stronger effect. activation, % at 10 µM; hits with a dose series show EC50 in µM. 280,000 compounds, 0.02% hits; in the data active means activation above about 50%, passing the limit was not always enough; further: a part of the inactive calls stands beside numbers as strong as those of hits
KOR beta-arrestin-2 = KOR antagonists, beta-arrestin recruitment, cell-based, luminescence, uHTS (AID 1778). KOR beta-arrestin recruitment, luminescence, antagonist mode; higher % means a stronger effect. inhibition, % at 10 µM, or IC50 in µM where a hit was titrated. 290,000 compounds, 0.091% hits; in the data active means inhibition above about 50%; further: strong numbers were not always called active
GPR55 activation = selective activators of receptor GPR55 – imaging, U2OS cells, beta-arrestin-GFP redistribution, primary screen (AID 1961). 290,000 compounds, 0.048% hits. activation, % at 10 µM; hits with a dose series show EC50 in µM. U2OS GPR55 beta-arrestin-GFP redistribution imaging; higher % means a stronger effect;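 active means activation above 40% with more than 50 cells counted in the well; inconclusive means wells holding fewer than 50 cells, flagged as toxic or sparse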;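 further: U2OS osteosarcoma cells stably expressing GPR55 and beta-arrestin-GFP; plate controls were DMSO negative control for no effect and LPI positive control for full effect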
T cell HTS = modulates CD8 T cell binding to vesicles | 2C CD8+ T cell-vesicle binding, flow cytometry; hits give low values | calls only at 7 µM | 330,000 compounds, 0.068% hits;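 active means response, share of CD8 T cells binding vesicles, and their 90th percentile fluorescence all below set limits, cut at about 80% in these data, passing the limit was not always enough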
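Incubation: binding step 1.5 h, 37 °C, antibody labelling 20 min, ice; system: murine 2C transgenic CD8+ T lymphocytes; technique: cytometric PE anti-B7-1 and Alexa647 anti-CD8 signals after 1% paraformaldehyde fixation; also added: QL9-charged Drosophila Ld/ICAM-1/B7-1 vesicles; control set: naked versus QL9-loaded vesicles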
West Nile virus CPE = West Nile virus antiviral activity, cell-based, CPE readout (AID 1621). 290,000 compounds, 0.02% hits. West Nile virus-infected cells, CPE inhibition; higher % means a stronger effect. CPE inhibition, % at 10 µM; hits with a dose series show IC50 in µM; in the data active means a potency from the dose series; inconclusive means CPE inhibition mostly from about 3.7% at the one dose, without a potency; inactive means the rest, 99 in 100 with CPE inhibition below about 2.2%; further: strong numbers were not always called active
Salmonella PhoP GFP = PhoP-dependent GFP reporter repression – Salmonella Typhimurium, primary screen (AID 1863); S. Typhimurium PhoP-regulated promoter GFP reporter, 4 h; higher % means a stronger effect; inhibition, % at 50 µM, or IC50 in µM where a hit was titrated; 300,000 compounds, 0.16% hits;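 active means inhibition over 29.93%, a cutoff 3 SD above the screen mean, later confirmed by dose response; inconclusive means inhibition over 29.93% but no dose response follow-up; inactive means inhibition at most 29.93% or unconfirmed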;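 further: 0% = low Mg2+ inducing control and 100% = high Mg2+ repressing control; strong numbers were not always called active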
GPR35 antagonists = GPR35 antagonists blocking zaprinast-driven arrestin recruitment, primary screen, imaging, U2OS, beta-arrestin-GFP, zaprinast agonist (AID 2058) | U2OS GPR35 beta-arrestin-GFP translocation imaging, zaprinast antagonism; higher % means a stronger effect | inhibition, % at 10 µM; hits with a dose series show IC50 in µM | 290,000 compounds, 0.052% hits;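 active means inhibition of at least 50% with at least 30 cells and total cytoplasm GFP at most 10,000,000; inconclusive means under 30 cells or total GFP of 10,000,000 plus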
GPR55 LPI antagonism = inhibition of LPI-stimulated GPR55 beta-arrestin translocation – imaging, U2OS, beta-arrestin-GFP, LPI agonist, primary screen (AID 2013) | one-dose inhibition, % at 10 µM; IC50 in µM for titrated hits | 290,000 compounds, 0.13% hits | U2OS GPR55 beta-arrestin-GFP translocation imaging, LPI antagonism; higher % means a stronger effect;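 active means spots per cell inhibited over 60%, with over 100 cells counted and total cytoplasm intensity under 500,000; inconclusive means wells with under 100 cells, flagged as likely toxic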;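 further: U2OS cells stably carrying GPR55 and arrestin-GFP stimulated by 5 µM LPI near EC80; imaged beta-arrestin-GFP aggregate spots per cell after agonist stimulation; plate controls were LPI-stimulated DMSO wells for no effect and DMSO wells without LPI for full effect; some results filed as inactive read as strong as hits; confirmed hits need IC50 under 10 µM and bright autofluorescent wells are also inconclusive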
T cell HTS vesicle-bound % = recorded beside T cell HTS, whose call it bears; double positive events, %; measured here: CD8+ vesicle-bound cell fraction;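 binding gate set so that unloaded-vesicle control wells show 10% double positive cells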
NTR1 agonist cell count 20 µM = further read-out of NTR1 agonist, marked with its call; cell count; measured here: cell count, cytotoxicity flag
* marks the source's active call; other numbers are inactive results; i = inactive; ? = inconclusive; . = no result given; [ ] = dose if it differs, or a comment.

SMILES | NTR1 agonist | NTR1 agonist cell count 20 µM | KOR beta-arrestin-1 | KOR beta-arrestin-2 | GPR55 activation | T cell HTS | T cell HTS vesicle-bound % | West Nile virus CPE | Salmonella PhoP GFP | GPR35 antagonists | GPR55 LPI antagonism
O=C(COC(=O)CC1CCCC1)Nc1cc2c(cc1Cl)C(=O)c1ccccc1C2=O | 8.6 | 55 | 2.1% | -100% | -0.1% | i | 70 | -0.9% | 17% | 2% | -8%
CC(c1ccccc1)C1CC(=O)N(c2ccc(C(=O)O)cc2)C1=O (stereo unspecified) | -0.6 | 46 | -0.2% | -4% | -0.1% | i | 35 | 0.3% | -9% | 3% | 0%
O=C(CSc1n[nH]c(-c2cccnc2)n1)Nc1cccc(Cl)c1 | -0.8 | 48 | -2.8% | 8% | -0.1% | i | 31 | 0.3% | 0% | -5% | -4%
CCn1nc(CC(=O)Nc2nnc(CC(=O)N3CCCC3)s2)c2ccccc2c1=O | -2.9 | 78 | 2.1% | -2% | -0.2% | i | 38 | 0.2% | -2% | 5% | 0%
Cc1ccccc1OCC(=O)N/N=C/c1ccncc1 | 0.2 | 54 | -1.7% | -5% | -0.1% | i | 46 | -0.1% | -18% | 7% | -7%
CC(=O)c1cccc(NC(=O)c2csc(-n3nc(C)cc3C(F)(F)F)n2)c1 | 3.9 | 58 | 5.4% | -34% | 0.2% | i | 18 | 1.5% | 5% | 15% | 2%
Cc1ccc(CCNC(=O)CNC(=S)N(Cc2ccccc2)Cc2cccnc2)cc1 | 2.0 | 64 | -4.7% | -11% | -0.4% | i | 27 | -0.8% | 5% | -11% | 8%
O=C(Cc1cccs1)Nc1nc2c(ccc3ccccc32)s1 | 20 | 40 | 6.0% | -127% | -0.1% | i | 8 | -0.3% | -2% | 5% | 9%
O=C(c1cc2c(=O)n3ccccc3nc2s1)N1CCN(Cc2ccc3c(c2)OCO3)CC1 | -0.2 | 75 | 1.0% | -57%[20 µM] | 0.2% | i | 58 | -0.4% | 10% | -12% | -8%
Cc1ccc(CNC(=O)C2CCC(CNc3c(N4CCC(C)CC4)c(=O)c3=O)CC2)cc1 (stereo unspecified) | 0.2 | 58 | 8.2% | 22% | 0.0% | i | 55 | 0.2% | 1% | -14% | 3%
O=C(CSc1nc2ccccc2o1)N1c2ccccc2Sc2ccc(C(F)(F)F)cc21 | 7.4 | 77 | 16% | 6% | . | i | 49 | -1.0% | 9% | -7% | 4%
CC1CCCC(C)N1C(=O)CSc1nc2ccccc2c(=O)[nH]1 (stereo unspecified) | 3.9 | 57 | 0.9% | 0% | -0.4% | i | 42 | -1.0% | -7% | -4% | -10%
COc1cccc2c(=O)n(CC(=O)N3CCc4ccccc43)ccc12 | 0.7 | 90 | -5.4% | 4% | 0.2% | i | 36 | 0.1% | 8% | 4% | 13%
Cc1cc(C(=O)NNC(=S)NCC2CCCO2)cs1 (stereo unspecified) | -0.9 | 50 | 6.5% | -5% | -0.1% | . | . | 0.5% | -10% | 2% | 7%
Cc1ccc(NC(=O)c2nc3nccc(C)n3n2)c(C)c1 | 1.6 | 49 | 3.9% | -34% | 0.3% | i | 17 | 0.3% | -7% | -3% | 0%
CNC[C@@H](Cc1ccccc1)NC[C@@H](CC1CCCCC1)NCCCc1ccccc1 | 7.8 | 18 | 3.5% | -35%[20 µM] | -0.2% | . | . | -2.4% | . | -1% | 52%
Cc1ccc(/C=C/C(=O)Nc2sc(C)c(C)c2C(=O)OC(C)C)o1 | 6.8 | 67 | 11% | 4% | -0.2% | i | 36 | -1.3% | -13% | -4% | -2%
CC(=O)Nc1cc(S(=O)(=O)Nc2ccccc2)c(C)cc1C | -1.3 | 59 | -1.0% | 0% | 0.0% | i | 42 | -0.3% | -1% | 2% | 17%
COc1ccc(OCC(=O)NNC(=S)NC(=O)C2CCCCC2)cc1 | -0.2 | 70 | 2.0% | -2% | -0.1% | i | 28 | -1.2% | 16% | -14% | 1%
Cc1ccc(N(C(=O)Cn2nnc(-c3ccc(F)cc3)n2)C(CC(C)C)C(=O)NCC2CCCO2)cc1 (stereo unspecified) | 1.7 | 87 | 2.3% | -31% | 0.3% | i | 36 | -1.0% | -4% | 14% | 18%
CCC(C)c1ccc(N(C(=O)c2ccco2)C(C(=O)NC2CCCC2)c2cccnc2)cc1 (stereo unspecified) | 2.6 | 54 | -0.9% | 9% | ? | i | 27 | -1.0% | 8% | 4% | -11%
O=C(Nc1ccnn1C1CCN(C2CCCC2)CC1)c1ccccc1Cl | -0.5 | 86 | -3.8% | -16% | 0.0% | i | 29 | 1.3% | 0% | 6% | 10%
O=C(N/C(=C\c1ccc(Br)cc1)C(=O)N1CCOCC1)c1ccccc1Cl | 1.4 | 63 | -0.1% | 2% | 0.3% | i | 64 | -0.9% | 0% | -9% | 20%
Cc1cccc(NC(=O)CSc2nnc(CCCCCNC(=O)OC(C)(C)C)o2)c1C | -0.4 | 75 | 0.7% | -43% | 0.1% | i | 43 | -0.5% | 5% | -6% | -2%
C=CCNC(=O)C1CC(=O)N(c2ccc(OCC(=O)Nc3c(C)cccc3C)cc2)C1 (stereo unspecified) | -1.0 | 46 | -0.1% | -13% | 0.0% | i | 22 | -0.3% | -2% | -3% | 4%
NC(=O)CC(NC(=O)c1ccccc1)c1ccc(N2CCC(Cc3ccccc3)CC2)c([N+](=O)[O-])c1 (stereo unspecified) | 8.6 | 80 | -1.9% | -19%[20 µM] | 0.2% | i | 23 | ? | . | -12% | 9%
CC(C(=O)OCC(=O)c1ccc(Br)cc1)N1C(=O)C2C3C=CC(C3)C2C1=O (stereo unspecified) | 1.2 | 38 | 0.9% | -6% | -0.2% | i | 23 | 0.0% | -1% | 8% | 2%
COc1ccc(OCC(O)CNC(=O)Nc2ccc(F)cc2)cc1 (stereo unspecified) | -0.7 | 35 | -0.6% | 30% | 0.5% | i | 40 | 0.1% | 5% | 4% | 6%
C=CCNC(=O)CC(=O)N/N=C/c1ccccc1F | 0.8 | 55 | 9.4% | 26% | 0.2% | i | 19 | -0.3% | -4% | 11% | 2%
COCCNC(=O)c1ccc(S(=O)(=O)c2ccc(Cl)cc2)c(NC(C)=O)c1 | -2.3 | 67 | -0.9% | 13% | 0.0% | i | 37 | 0.4% | -1% | -1% | -4%

Entries of single compounds from above. Order of values: NTR1 agonist, NTR1 agonist cell count 20 µM, KOR beta-arrestin-1, KOR beta-arrestin-2, GPR55 activation, T cell HTS, T cell HTS vesicle-bound %, West Nile virus CPE, Salmonella PhoP GFP, GPR35 antagonists, GPR55 LPI antagonism
Listed for O=C(N/C(=C\c1ccc(Br)cc1)C(=O)N1CCOCC1)c1ccccc1Cl = 1.4, 63, -0.1%, 2%, 0.3%, i, 64, -0.9%, 0%, -9%, 20%
Listed for Cc1cccc(NC(=O)CSc2nnc(CCCCCNC(=O)OC(C)(C)C)o2)c1C = -0.4, 75, 0.7%, -43%, 0.1%, i, 43, -0.5%, 5%, -6%, -2%
Listed for CNC[C@@H](Cc1ccccc1)NC[C@@H](CC1CCCCC1)NCCCc1ccccc1 = 7.8, 18, 3.5%, -35%[20 µM], -0.2%, ., ., -2.4%, ., -1%, 52%
Listed for Cc1ccc(/C=C/C(=O)Nc2sc(C)c(C)c2C(=O)OC(C)C)o1 = 6.8, 67, 11%, 4%, -0.2%, i, 36, -1.3%, -13%, -4%, -2%
Listed for C=CCNC(=O)C1CC(=O)N(c2ccc(OCC(=O)Nc3c(C)cccc3C)cc2)C1 (stereo unspecified) = -1.0, 46, -0.1%, -13%, 0.0%, i, 22, -0.3%, -2%, -3%, 4%

Next results follow.
SMILES | NTR1 agonist | NTR1 agonist cell count 20 µM | KOR beta-arrestin-1 | KOR beta-arrestin-2 | GPR55 activation | T cell HTS | T cell HTS vesicle-bound % | West Nile virus CPE | Salmonella PhoP GFP | GPR35 antagonists | GPR55 LPI antagonism
O=C1NC2(CCCCCC2)C(=O)N1CCS(=O)(=O)Oc1ccccc1 | -0.1 | 51 | -5.2% | 6% | -0.4% | i | 60 | -1.0% | 0% | 15% | 3%
CCc1nc(SC)[nH]c(=O)c1C | -4.3 | 90 | 4.2% | 0% | -0.1% | i | 18 | 0.0% | 2% | -6% | 5%
CCOc1ccc(S(=O)(=O)NCCC(=O)N(C)CC(=O)Nc2ccc(OC)cc2)cc1 | -0.8 | 49 | -4.0% | 10% | -0.1% | i | 6 | -0.3% | 4% | -8% | 14%
COc1ccc(S(=O)(=O)N(CC(=O)NCC2CCCO2)c2ccccc2)cc1OC (stereo unspecified) | -5.1 | 96 | 3.2% | 3% | 1.2% | i | 28 | 0.5% | -1% | 0% | 7%
CCOC(=O)/C=C/C(=O)Nc1ccc(S(=O)(=O)Nc2cc(C)on2)cc1 | -1.0 | 42 | -2.2% | 36% | -0.2% | i | 31 | -0.3% | 4% | -14% | 3%
Clc1ccc(OCCOCCN2CCCCC2)c(Br)c1 | -0.6 | 53 | -4.1% | 18% | -0.1% | i | 56 | -0.7% | 15% | 5% | 3%
COc1ccc2oc(C)c(NC(C)=O)c2c1 | 2.2 | 89 | 5.1% | -16% | -0.1% | i | 54 | 0.1% | 10% | 3% | 0%
COc1cccc2c1OC1(C)CC2NC(=O)N1 (stereo unspecified) | -2.4 | 47 | -5.8% | 35% | -0.1% | i | 48 | 0.5% | -4% | -3% | -4%
CC(C)(CO)CNC(=O)CCc1nnc(Cc2ccc(-c3ccccc3)cc2)o1 | -0.9 | 62 | -7.5% | -51%[20 µM] | 0.2% | i | 46 | -0.3% | 3% | 8% | -7%
O=C(/C=C/c1ccccc1)N1CCN(S(=O)(=O)c2ccc(F)cc2)CC1 | -0.7 | 43 | 2.0% | -20% | 0.3% | i | 53 | -0.9% | -6% | 8% | 2%
COc1ccc(-c2cc(C(=O)N3CC4(C)CC3CC(C)(C)C4)no2)cc1 (stereo unspecified) | 26 | 53 | -0.2% | 0% | -0.1% | i | 26 | 0.6% | 7% | -10% | 5%
O=C(C1CCC(CNS(=O)(=O)c2cccs2)CC1)N1CCCCC1 (stereo unspecified) | 1.1 | 58 | -4.6% | -38% | -0.2% | i | 10 | -0.2% | -9% | -8% | 2%

Screening results (PubChem)
